IDE act = human IDE activators in live cells, primary screen, fluorescence polarization, HEK cells, FAbeta-B substrate; Insulin-degrading enzyme (Homo sapiens), P14735; FAbeta-B cleavage; 0% vehicle, 100% cell-free pure enzyme wells; activation, % at 5.96 µM; actives 0.073% (n = 340,000); AID 493087, 2011;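 active = activation above the mean of all tested compounds plus 3 SD, set per screening campaign, cut at about 17% in these data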
Target sequence (P14735 whole entry, looked up): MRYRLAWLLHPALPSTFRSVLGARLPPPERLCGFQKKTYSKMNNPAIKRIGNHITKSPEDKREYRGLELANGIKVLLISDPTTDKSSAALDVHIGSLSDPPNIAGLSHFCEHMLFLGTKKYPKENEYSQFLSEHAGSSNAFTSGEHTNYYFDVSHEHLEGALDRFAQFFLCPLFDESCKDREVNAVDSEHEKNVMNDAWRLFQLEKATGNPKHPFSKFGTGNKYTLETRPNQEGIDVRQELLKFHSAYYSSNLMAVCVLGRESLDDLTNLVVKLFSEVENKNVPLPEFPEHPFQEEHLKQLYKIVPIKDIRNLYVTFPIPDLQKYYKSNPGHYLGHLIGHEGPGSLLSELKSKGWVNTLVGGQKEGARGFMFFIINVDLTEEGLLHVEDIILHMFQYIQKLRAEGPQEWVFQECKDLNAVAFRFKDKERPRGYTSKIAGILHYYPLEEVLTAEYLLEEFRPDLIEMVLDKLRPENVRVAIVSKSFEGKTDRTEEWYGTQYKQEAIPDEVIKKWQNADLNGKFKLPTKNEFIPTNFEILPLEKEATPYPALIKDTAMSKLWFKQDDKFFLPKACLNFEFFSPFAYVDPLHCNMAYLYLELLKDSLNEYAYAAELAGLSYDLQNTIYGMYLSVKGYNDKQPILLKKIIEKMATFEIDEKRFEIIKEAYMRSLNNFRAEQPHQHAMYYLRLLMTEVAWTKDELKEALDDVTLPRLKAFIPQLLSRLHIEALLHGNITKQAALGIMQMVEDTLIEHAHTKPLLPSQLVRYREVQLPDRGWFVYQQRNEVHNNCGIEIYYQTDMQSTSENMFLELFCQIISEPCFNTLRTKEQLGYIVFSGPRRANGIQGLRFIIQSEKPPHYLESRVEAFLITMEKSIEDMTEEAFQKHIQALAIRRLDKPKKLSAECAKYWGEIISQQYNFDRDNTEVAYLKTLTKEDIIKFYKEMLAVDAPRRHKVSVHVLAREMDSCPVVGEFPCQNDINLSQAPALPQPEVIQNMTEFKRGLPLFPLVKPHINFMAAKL
p-CIP stab down = p/CIP-EGFP fusion destabilizers, primary screen, fluorescence, F442A cells; actives 0.01% (n = 290,000); 16 h; Q05BA5; decrease of EGFP signal, % at 10 µM;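 active = EGFP signal decrease of at least 30% at 10 µM or well 3 SD below plate mean, unless failing retest; inactive = the rest, including hits failing retest or dose response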; note: some compounds called inactive have numbers as strong as hits; many of its hits are not listed in these tables
HCV NS3 hel inh = inhibitors of HCV NS3 helicase, primary screen, biochemical, Cy5 molecular beacon fluorescence; NS3 helicase DNA unwinding; inhibition, % at 10.9 µM; actives 0.56% (n = 290,000);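 active = inhibition above the mean of all tested compounds plus 3 SD, set per campaign, cut at about 35% in these data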;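 note: 0% = DMSO wells and 100% = thioflavine S control wells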
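Measured by: Cy5 fluorescence, 0 and 60 min reads / Assay system: NS3 helicase fragment of HCV / Control set: low DMSO, high thioflavine S at 110 µM / Times: 1 h reaction at 25 °C, ATP-initiated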
VIM-2 inhibitor = VIM-2 metallo-beta-lactamase inhibitors, primary screen, biochemical, epi-absorbance readout, Pseudomonas aeruginosa enzyme | purified VIM-2, nitrocefin hydrolysis, epi-absorbance fluorescence | inhibition, % at 5.6 µM | actives 0.89% (n = 290,000) | AID 1527, 2009;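 active = inhibition above the mean of all tested compounds plus 3 SD, cutoff set per screening run, cut at about 7.5% in these data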;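 note: red hydrolysis product quenches plate fluorescence so inhibitors raise well fluorescence; 0% = enzyme with DMSO and 100% = DMSO without enzyme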
CRFBP-R2 block = antagonists of CRF-BP/CRF-R2 complex, primary screen, cell-based, HEK293, calcium dye fluorescence, uHTS; CRF-induced calcium fluorescence; inhibition, % at 11.8 µM; actives 0.59% (n = 350,000);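 active = inhibition of the ligand-induced calcium signal above about 50% at the single tested concentration, limit read from the data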
GalR3 antag = GalR3 antagonists in HEK293 cells, primary screen, cell-based, fluorescence readout; Galanin receptor type 3 (Homo sapiens), O60755; HEK293 GalR3-CNG cAMP membrane potential fluorescence; galR3 body fused to GalR1 C-terminus; inhibition, % at 3 µM; actives 0.44% (n = 360,000);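 active = inhibition above the screen-wide average plus 3 SD, cut at about 13% in these data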;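 note: forskolin and galanin both at EC90 stimulate the cells; cAMP rise reported by CNG channel membrane potential dye signal; 0% = forskolin plus galanin with DMSO and 100% = forskolin alone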
IDE cell inh = human IDE inhibitors in live cells, primary screen, fluorescence polarization, HEK cells, FAbetaB substrate; Insulin-degrading enzyme (Homo sapiens), P14735; FAbetaB cleavage; inhibition, % at 5.59 µM; actives 0.41% (n = 320,000);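 active = percent inhibition above the average of all tested compounds plus 3 SD, set per screening campaign, cut at about 16% in these data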;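 note: IDE supplied by intact live HEK cells; FP after avidin binding of uncleaved biotin substrate so inhibition keeps polarization high; 0% = DMSO wells and 100% = 60 µM reference IDE inhibitor Ii1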
UBC9 SUMO inh = inhibitors of in vitro SUMOylation cascade, primary screen, biochemical, HTRF, uHTS. SUMO-conjugating enzyme UBC9 (Homo sapiens), P63279. HTRF SUMOylation assay, SAE1/SAE2 + UBC9. inhibition, % at 35 µM. actives 0.36% (n = 290,000). AID 2006, 2009; in the data active = inhibition above about 50%, passing the limit was not always enough; note: strong numbers were not always called active
IMP-1 inh = IMP-1 metallo-beta-lactamase inhibitors, primary screen, biochemical, epi-absorbance readout, Pseudomonas aeruginosa enzyme. actives 0.45% (n = 290,000). metallo-beta-lactamase IMP-1 (Pseudomonas aeruginosa). purified IMP-1, nitrocefin hydrolysis, epi-absorbance fluorescence. AID 1556, 2009. inhibition, % at 5.6 µM;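 active = inhibition above the mean plus 3 SD of all compounds in the same screening run, cut at about 4.5% in these data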;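 note: 0% = IMP-1 with DMSO and 100% = DMSO wells lacking enzyme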
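Material – recombinant IMP-1 enzyme, purified · Amount – IMP-1 0.2 nM before substrate addition · Medium – HEPES buffer pH 7.1 with ZnSO4 and Brij 35 · Timing – 25 °C, 15 min preincubation, 25 min reaction · Measured by – plate fluorescence quenching by hydrolysis product, ex 480/em 530 nm · Read-out – percent enzyme inhibition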
The depositor's hits bear a star; nt = not tested or not shown. No enrichment for hits. About 3.2% of those tested had a hit in this group.

Sample of the layout, 14 compounds:
SMILES	IDE act	p-CIP stab down	HCV NS3 hel inh	VIM-2 inhibitor	CRFBP-R2 block	GalR3 antag	IDE cell inh	UBC9 SUMO inh	IMP-1 inh
Fc1ccc(-c2nnc(-c3ccc(Cl)cc3Cl)o2)cc1	2	1	-1	-6.2	-21	0	-2	0	-3.4
NS(=O)(=O)c1ccc(NCCCn2ccnc2)c([N+](=O)[O-])c1	4	-7	-3	1.7	4	-5	-3	3	0.3
Cc1ccc(C(=O)NCC(=O)OCC(=O)c2ccc3c(c2)NC(=O)CO3)cc1C	4	-1	-8	-0.9	6	-5	-5	6	-1.1
CCNC(=S)N1CCN(c2ccc([N+](=O)[O-])cc2)CC1	-1	-4	2	4.5	-2	-3	0	-5	-0.5
Cc1ccc(S(=O)(=O)N2CCCCC2)cc1C(=O)N1CCCCCC1	-2	nt	nt	nt	4	-4	3	nt	nt
CN1CCN(CC(=O)Nc2ccccc2Sc2ccccc2)CC1	4	-3	-3	-2.7	48	-6	3	8	-1.5
Cc1ccc(S(=O)(=O)N/N=C/c2cccc3c2OCCO3)cc1	0	-3	15	-4.0	-14	-1	5	21	-4.3
CCOC(=O)N1CCN(S(=O)(=O)CCNC(=O)c2cccc(OC)c2)CC1	2	nt	nt	nt	-2	0	-2	nt	nt
O=C(ON=C1CCN(S(=O)(=O)c2ccccc2)CC1)c1ccc(Cl)cc1	1	-4	-6	-1.1	-14	-2	0	-26	-1.1
CCOc1ccc(S(=O)(=O)N2CCOCC2)cc1NS(=O)(=O)c1ccc(OC)c([N+](=O)[O-])c1	6	nt	nt	nt	9	0	1	nt	nt
COc1ccc(-c2nnc(SCc3cccc(C#N)c3)o2)cc1	-4	-25	2	-0.8	14	0	-5	0	-3.1
COC(=O)c1sc2ccccc2c1-n1cccc1C(=O)C(=O)Nc1ccc(OC)cc1	6	-15	-17	-1.0	-8	-2	6	-6	-0.4
CCOC(=O)c1c(C)[nH]c(C(=O)OCC(=O)NC2CCS(=O)(=O)C2)c1C (stereo unspecified)	2	-1	4	1.3	-12	2	6	-8	-2.6
CCN(c1ccccc1C(=O)O)S(=O)(=O)c1cccc2nsnc12	0	7	7	2.5	3	-11	-5	2	-0.9

Main list, previewed entries included:
SMILES	IDE act	p-CIP stab down	HCV NS3 hel inh	VIM-2 inhibitor	CRFBP-R2 block	GalR3 antag	IDE cell inh	UBC9 SUMO inh	IMP-1 inh
Fc1ccc(-c2nnc(-c3ccc(Cl)cc3Cl)o2)cc1	2	1	-1	-6.2	-21	0	-2	0	-3.4
NS(=O)(=O)c1ccc(NCCCn2ccnc2)c([N+](=O)[O-])c1	4	-7	-3	1.7	4	-5	-3	3	0.3
Cc1ccc(C(=O)NCC(=O)OCC(=O)c2ccc3c(c2)NC(=O)CO3)cc1C	4	-1	-8	-0.9	6	-5	-5	6	-1.1
CCNC(=S)N1CCN(c2ccc([N+](=O)[O-])cc2)CC1	-1	-4	2	4.5	-2	-3	0	-5	-0.5
Cc1ccc(S(=O)(=O)N2CCCCC2)cc1C(=O)N1CCCCCC1	-2	nt	nt	nt	4	-4	3	nt	nt
CN1CCN(CC(=O)Nc2ccccc2Sc2ccccc2)CC1	4	-3	-3	-2.7	48	-6	3	8	-1.5
Cc1ccc(S(=O)(=O)N/N=C/c2cccc3c2OCCO3)cc1	0	-3	15	-4.0	-14	-1	5	21	-4.3
CCOC(=O)N1CCN(S(=O)(=O)CCNC(=O)c2cccc(OC)c2)CC1	2	nt	nt	nt	-2	0	-2	nt	nt
O=C(ON=C1CCN(S(=O)(=O)c2ccccc2)CC1)c1ccc(Cl)cc1	1	-4	-6	-1.1	-14	-2	0	-26	-1.1
CCOc1ccc(S(=O)(=O)N2CCOCC2)cc1NS(=O)(=O)c1ccc(OC)c([N+](=O)[O-])c1	6	nt	nt	nt	9	0	1	nt	nt
COc1ccc(-c2nnc(SCc3cccc(C#N)c3)o2)cc1	-4	-25	2	-0.8	14	0	-5	0	-3.1
COC(=O)c1sc2ccccc2c1-n1cccc1C(=O)C(=O)Nc1ccc(OC)cc1	6	-15	-17	-1.0	-8	-2	6	-6	-0.4
CCOC(=O)c1c(C)[nH]c(C(=O)OCC(=O)NC2CCS(=O)(=O)C2)c1C (stereo unspecified)	2	-1	4	1.3	-12	2	6	-8	-2.6
CCN(c1ccccc1C(=O)O)S(=O)(=O)c1cccc2nsnc12	0	7	7	2.5	3	-11	-5	2	-0.9
O=C(Nc1cccc(Cl)c1)C1C2C=CC3(O2)C1C(=O)N(CCCN1CCCCC1)C3C(=O)NC1CCCCC1 (stereo unspecified)	4	-9	1	-1.3	-19	-8	3	-3	-1.6

A few values from the entries so far:
Under IDE act, `COC(=O)c1sc2ccccc2c1-n1cccc1C(=O)C(=O)Nc1ccc(OC)cc1` has the entry 6
Under IDE act, `Cc1ccc(S(=O)(=O)N2CCCCC2)cc1C(=O)N1CCCCCC1` has the entry -2

Other entries follow.
SMILES	IDE act	p-CIP stab down	HCV NS3 hel inh	VIM-2 inhibitor	CRFBP-R2 block	GalR3 antag	IDE cell inh	UBC9 SUMO inh	IMP-1 inh
CC1CC(C)(C)NC(=S)N1CCCC(=O)N1CCN(c2ccccc2F)CC1 (stereo unspecified)	6	4	5	-0.2	3	-2	2	5	-2.6
Cc1oc(-c2ccccc2F)nc1CS(=O)(=O)CC(=O)N1CCN(Cc2ccccc2)CC1	2	-3	-1	-1.5	6	nt	1	-3	-2.9
CCOC(=O)c1ccccc1NC(=O)c1ccc2c(=O)n3c(nc2c1)CCCCC3	4	-6	0	-1.8	-1	-2	-1	0	-5.0
COc1ccc(NC(=O)c2cccc(S(=O)(=O)NCc3ccccc3)c2)cc1S(N)(=O)=O	1	nt	nt	nt	-6	-5	-3	nt	nt
Cc1cc2nc3c(=O)n(CCc4ccccc4)c(=O)[nH]c3nc2cc1N	-22	-36	38*	5.1	-98	1	13	46	3.0
COc1cc2c(cc1OC)CN(C(=O)CN(C)S(=O)(=O)c1ccc(NC(C)=O)cc1)CC2	2	-2	7	-2.9	-2	1	-10	11	-0.8
Cn1c(=O)c2c(ncn2CC(=O)N/N=C/c2ccc(Br)s2)n(C)c1=O	4	-7	-8	-2.3	5	4	2	13	-2.9
O=C(O)CCCCCNC(=O)CCn1nnc2ccccc2c1=O	-1	-14	-1	-3.2	-24	-2	3	25	-3.0
COc1ccc(CCNC(=O)C2CCC(=O)N(C3CC3)C2)c(OC)c1 (stereo unspecified)	-3	-14	-10	1.9	-6	-4	-4	17	-1.6
O=C(C1=C[C@@H](C2CCCCC2)C[C@@H](OCCCCO)O1)N1CCN(Cc2ccccc2)CC1	0	-2	9	0.9	3	3	15	-3	1.6
COCCCNC(=O)c1cccc(S(=O)(=O)N2CC3(C)CC2CC(C)(C)C3)c1 (stereo unspecified)	6	nt	nt	nt	14	-5	0	nt	nt
COc1ccccc1NC(=O)NC1CCS(=O)(=O)C1 (stereo unspecified)	-5	10	2	-3.9	2	-8	2	-2	-5.6
CCCCN(C)C(=S)Nc1ccc2nc3n(c(=O)c2c1)CCCCC3	3	-3	6	-2.6	36	0	-2	6	-3.1
CCOc1ccc(OCCSc2nc3ccccc3[nH]2)cc1	3	-3	-4	-2.7	8	-11	5	-31	-5.1
COc1ccc(OC)c(S(=O)(=O)n2nc(-c3ccccc3)cc2N)c1	6	3	-2	-0.6	11	-8	-5	-9	-2.6
COc1ccc(SC[C@H](Cc2ccccc2)N2CCN(C)CCC2=O)cc1	4	-2	nt	nt	-5	-6	3	5	nt
O=[N+]([O-])c1ccc(N2CCN(c3nc(-c4ccc(Cl)cc4)cs3)CC2)cc1	1	-2	1	-3.3	-2	5	7	-4	-6.7
CC1C(=O)Nc2ccccc2N1C(=O)c1ccc(F)cc1 (stereo unspecified)	-4	13	1	-2.0	14	-10	7	2	-5.0
COc1ccccc1Nc1c([N+](=O)[O-])cncc1[N+](=O)[O-]	8	-10	5	-2.2	-14	-6	6	-10	-2.9
C=CCn1c(Cc2ccc(OC)cc2)nnc1SCc1nc2ccccc2c(=O)[nH]1	-1	0	0	-3.3	-9	-4	10	14	-1.7
CC(=O)Nc1sc2c(c1C(N)=O)CCC2	3	-9	-8	-1.3	-10	0	10	21	-0.2
O=C(Nc1cccc(Oc2c(F)c(F)c(F)c(F)c2F)c1)N1C[C@@H]2C[C@@H](C1)c1cccc(=O)n1C2	6	-12	4	-0.8	-19	-4	-1	11	0.7
O=C(c1cc(F)ccc1F)C1CCCN(Cc2cccn2-c2ccccn2)C1 (stereo unspecified)	6	5	-5	1.5	12	-10	1	12	-1.3
COCCNC(=O)c1cn(C)c2ccc(S(=O)(=O)N(C)C3CCCCC3)cc2c1=O	4	-3	-4	-1.8	4	0	0	16	-4.8
COc1cc(OC)c(/C=N/NC(=O)COc2cccc3cccnc23)c(OC)c1	-3	-8	-12	2.0	4	-4	14	14	-1.4
CC(C)(C)c1nc(NC(=O)Nc2ccccc2)sc1Br	5	-5	0	0.8	-41	-7	-2	-8	-0.1
Cc1cccc(Nc2nnc(SCC(=O)NC3CCCc4ccccc43)s2)c1 (stereo unspecified)	5	-7	-9	-4.0	4	-5	-1	23	-4.2
COCCn1c(=S)[nH]c2cc(C(=O)NCC3CCCO3)ccc2c1=O (stereo unspecified)	11	8	0	-2.4	-4	nt	-6	-3	-6.5
CCC(C)C(NC(=O)c1ccccc1NC(=O)c1ccco1)C(=O)NC1CCCCC1 (stereo unspecified)	2	-21	5	-1.6	1	0	0	29	-2.6
O=C(NC1CC1)c1cccc(S(=O)(=O)N2CCOCC2)c1	2	nt	nt	nt	-1	-6	-3	nt	nt
